GLP1R cytotox: cytotoxicity counter-screen for GLP-1 receptor inverse agonists; HEK293 cAMP-luciferase reporter cells, luminescence, 24 h; Potency, µM (doses to about 38.3 µM), without a hit: top-dose activity change, negative = inhibition, hits mostly inhibitors; 410,000 compounds, 0.13% hits; AID 624418;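 also: loss of luciferase light is scored as toxicity; potency is read from the fitted curve at half-maximal effect; % is scaled to controls: 0 for no effect and ±100 for the full control effect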
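Step one: seed cells (200 cells/uL, DMEM with 10% Nu serum, 1% pen-strep). Step two: 12-hour incubation at 37 deg C. Step three: pin 23 nL compound, incubate 24 hr. Step four: add luciferase reagent, read luminescence 12 min later.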
GLP-1R inv ag: acts as inverse agonist at human GLP-1 receptor; P43220; HEK293 GLP-1R CRE-luciferase, luminescence, 24 h; GLP-1R form is constitutively active; Potency, µM (highest dose often 38.3 µM), inactives show top-dose activity change, negative = inhibition, most hits filed as inhibitors; 410,000 compounds, 1.6% hits; also: potency is read from the fitted curve at half-maximal effect; % is scaled to controls: 0 for no effect and ±100 for the full control effect; nearly all actives have a fitted effect of over 55% in size
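Cells are plated, allowed 12 hours at 37 deg C, then treated with compounds for 24 hr before luciferase detection reagent is added and luminescence is read after 12 min at room temperature. The HEK293 line carries constitutively active GLP-1R with a cAMP-responsive reporter.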
EPAC1 agonist: EPAC1 (human) agonism. AID 720707. EPAC1 agonist qHTS, biochemical assay; response scale: 100% = response to 6.5 mM cAMP. 360,000 compounds, 0.073% hits. O95398. Potency, µM (top dose mostly 154 µM), inactives show at the top dose activation, usual class: activators; also: potency is read from the fitted curve at half-maximal effect; nearly all actives have a fitted effect of over 60% in size
Target sequence (O95398 whole entry, looked up): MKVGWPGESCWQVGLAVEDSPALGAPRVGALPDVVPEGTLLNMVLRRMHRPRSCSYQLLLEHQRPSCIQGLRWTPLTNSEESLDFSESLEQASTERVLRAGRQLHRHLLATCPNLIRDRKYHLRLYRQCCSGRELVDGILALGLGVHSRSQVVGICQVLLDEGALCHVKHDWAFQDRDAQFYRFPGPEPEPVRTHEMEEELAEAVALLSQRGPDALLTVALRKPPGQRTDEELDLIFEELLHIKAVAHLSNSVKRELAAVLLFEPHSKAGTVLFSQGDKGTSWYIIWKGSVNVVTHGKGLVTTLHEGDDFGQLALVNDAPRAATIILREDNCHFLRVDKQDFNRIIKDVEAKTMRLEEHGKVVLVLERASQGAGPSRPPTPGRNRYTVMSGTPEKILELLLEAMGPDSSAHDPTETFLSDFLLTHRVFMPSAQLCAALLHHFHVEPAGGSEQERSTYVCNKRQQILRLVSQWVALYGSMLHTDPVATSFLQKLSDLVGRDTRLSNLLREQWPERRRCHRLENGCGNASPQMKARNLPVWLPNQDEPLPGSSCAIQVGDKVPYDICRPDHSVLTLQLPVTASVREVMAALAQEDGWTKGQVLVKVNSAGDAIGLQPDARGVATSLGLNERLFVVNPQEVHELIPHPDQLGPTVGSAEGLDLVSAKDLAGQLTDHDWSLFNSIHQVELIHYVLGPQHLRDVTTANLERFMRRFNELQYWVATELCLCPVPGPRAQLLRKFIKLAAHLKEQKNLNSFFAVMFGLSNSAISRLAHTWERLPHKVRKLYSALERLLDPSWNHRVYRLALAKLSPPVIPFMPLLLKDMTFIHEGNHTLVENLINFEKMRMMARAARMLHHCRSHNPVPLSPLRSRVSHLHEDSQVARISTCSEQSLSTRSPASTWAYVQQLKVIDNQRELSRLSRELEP
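Read-out is the fluorescence drop as BODIPY-GDP leaves Rap1B (480 nm excitation, 540 nm emission), recorded every 5 minutes over 30 minutes. Reactions held 100 nM EPAC1, 250 nM Rap1B–BODIPY-GDP and 50 uM GDP, with 6.5 mM cAMP setting full activation.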
PI5P4K alpha inh: blocks human PI5P4K alpha kinase activity; 330,000 compounds, 1.2% hits; max response, %; PI5P4Kalpha enzyme, ADP-Glo luminescence, 60 min; hits give low values; AID 652105; active = max response of -50% or lower; inconclusive = between -30% and -50%; inactive = -30% or higher; also: value at the top dose of about 77 µM; % is scaled to controls: 0 for no effect and ±100 for the full control effect
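qHTS, 1536-well: enzyme/substrate mix, compound by pin tool, 5 microM ATP final; RT 60 min; ADP-Glo reagents 1 (45 min) then 2 (30 min); luminescence.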
EPAC1 antagonist: EPAC1 (human) antagonism | Potency, µM (titrated, usually from 115 µM), for the others: at the top dose activity change, negative = inhibition, actives largely listed as inhibitors | EPAC1 GEF assay, Rap1b-BODIPY-GDP exchange fluorescence | AID 720709 | 360,000 compounds, 0.14% hits | O95398;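 also: potency is read from the fitted curve at half-maximal effect; plate controls were vehicle for no effect and positive control for full effect; nearly all actives have a fitted effect of over 50% in size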
IL-2 act: activators of IL-2. IL-2 activation reporter assay, cell-based qHTS; stimulated with anti-CD3/CD4/CD28 beads; in transgenic mouse T cells. activation, % (series mostly up to about 46 µM). 360,000 compounds, 0.065% hits. AID 652025; in the data active = activation above about 50%; inconclusive = mostly about 30% to 49%; also: 0% is about no effect
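Screening format: compound pinned onto unstimulated transgenic mouse T cells, 60 min incubation, then anti-CD3/anti-CD4/anti-CD28 bead stimulation for 18 hours at 37 degrees C, followed by EGFP and DsRed detection.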
GLP1R ag: agonists of human GLP-1 receptor | P43220 | HEK293 GLP-1R CRE-luciferase, luminescence, 4-6 h; cells express a hypersensitive GLP-1R form | Potency, µM (highest dose often 45.6 µM), without a hit: at the top dose activation, most hits filed as activators | 380,000 compounds, 0.007% hits | AID 624172; also: potency is read from the fitted curve at half-maximal effect; % of control where 0% means no effect
PLK1 PBD inh: blocks phosphopeptide binding to human PLK1 polo-box domain | Plk1 PBD binding of FITC phosphopeptide, fluorescence polarization | Potency, µM, without a hit: max response, negative = inhibition, most hits filed as inhibitors | 360,000 compounds, 2.8% hits | AID 720504; also: potency is read from the fitted curve at half-maximal effect; series mostly up to about 57 µM; % is scaled to controls: 0 for no effect and ±100 for the full control effect; nearly all actives have a fitted effect of over 65% in size
PTHR1 ag: agonists of human PTHR1 parathyroid hormone receptor. 410,000 compounds, 0.075% hits. Potency, µM (highest dose often 115 µM), for inactives: top-dose activation, most hits filed as activators. HEK293 GP2 PTHR1 cells, GloSensor cAMP luminescence, 1 h; also: potency is read from the fitted curve at half-maximal effect; nearly all actives have a fitted effect of over 55% in size; some results filed as inactive show a strong effect at the top dose; inactives centre near -15; many of its hits are not listed in these tables
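HEK-293-derived GP2 cells expressing PTHR1 and a GloSensor cAMP reporter, 3,000/well, plated overnight, given luciferin plus IBMX (each 0.5 mM as added) for 1 h at 37 °C, then compound for 1 h at 37 °C. Luminescence was read after 15 min at room temperature.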
Active calls of the source: *; i = inactive; ? = inconclusive; . = no result given; [ ] = remark or other dose. Unless noted, calls follow the shape of the dose curve; as a rule, active = well fitted curve in the direction sought with a large enough effect; inconclusive = small, poorly fitted or top-dose-only effect, or another doubt; inactive = no such curve, though single readings can be large; an effect the other way counts as inactive or inconclusive.

SMILES	GLP1R cytotox	GLP-1R inv ag	EPAC1 agonist	PI5P4K alpha inh	EPAC1 antagonist	IL-2 act	GLP1R ag	PLK1 PBD inh	PTHR1 ag
COc1cc(NC2c3ccccc3C(=O)N2Cc2ccccc2Cl)cc(OC)c1OC (stereo not drawn)	-2%	2%	-1%	1	-9%	-3.0	-5%	-4%	i
CCOC(=O)CSC(C)C(=O)Nc1nnc(C(C)C)s1 (stereo not drawn)	-4%	9%	-3%	-4	-8%	1.1	1%	-2%	i
CCOc1ccc(NC(=O)OCCN2CCN(CCc3ccccc3)C(C)C2)cc1 (stereo not drawn)	-8%	?	-3%	-4	2%	-1.0	-1%	0%	-31%[inhibitor]
CCOC(=O)c1c(-c2ccc(C)o2)csc1NC(=O)CN1CCOCC1	-1%	?	7%	3	-20%	-1.8	24%	-10%	i
CCCCCCCCCC(=O)N[C@H](CN1CCOCC1)[C@H](O)c1ccccc1	14%	-29%	-12%	13	-7%	-0.6	-4%	-4%	-56%[inhibitor]
COc1ccc(S(=O)(=O)NC(CC(=O)O)c2ccco2)cc1 (stereo not drawn)	-5%	-1%	5%	2	-6%	-2.7	-2%	2%	-2%
CC(=O)Nc1nonc1-c1nc2ccccc2n1CC1CC1	11%	1%	2%	-3	-3%	1.6	17%	-2%	-18%[57.5 µM]
Cc1ccc(C)c(NC(=S)N=Nc2c(O)n(C)c3ccc(S(=O)(=O)N4CCOCC4)cc23)c1	?	?	8%	-3	9%	-2.9	-3%	-26%	-11%
COc1ccc(S(=O)(=O)N2CCCCC2)cc1NS(=O)(=O)c1ccccc1F	26%	16%	6%	5	-2%	1.0	2%	-12%	?
Cc1cc(N2C(=O)C(O)=C(C(=O)c3cc4ccccc4o3)C2c2ccc(Br)cc2)no1 (stereo not drawn)	19%	8%	5%	-67*	1%	-0.8	-4%	21µM*	-31%[inhibitor]
NC(=O)CC(NC(=O)Cc1cccc2ccccc12)c1ccc(NCCOc2ccccc2)c([N+](=O)[O-])c1 (stereo not drawn)	?	?	2%	3	-3%	-0.8	-7%	-13%	-50%[inhibitor]
N#CC(=Cc1ccnc2ccccc12)c1ccccc1	1%	14%	-3%	-1	-1%	-3.5	14%	3%	-53%[inhibitor]
Cc1ccc(S(=O)(=O)NC2(C(F)(F)F)NC(=O)N(c3ccccc3F)C2=O)cc1 (stereo not drawn)	1%	-6%	3%	5	5%	-1.3	-1%	-9%	12%
C=CCN(CC=C)C(=S)NC(=O)Cc1cccc2ccccc12	?	?	4%	-18	?	-0.7	7%	?	-8%
CC1Cc2ccccc2N1C(=O)COC(=O)c1ccc(S(=O)(=O)N(C)C)cc1 (stereo not drawn)	-8%	4%	1%	3	-10%	0.5	-7%	-6%	i
Cc1ccc(/C=C/C(=O)O)cc1S(=O)(=O)N1CCCCC1	3%	7%	-2%	-7	-11%	-1.9	-1%	2%	-39%[inhibitor]
COc1ccccc1-c1sc2ccccc2c1-c1cnc(N2CCOCC2)nc1	0%	?	11%	25	3%	9.4	13%	-8%	-22%
CCC/S(CC1CC1(Cl)Cl)=N\S(=O)(=O)c1ccc(C)cc1 (stereo not drawn)	1%	6%	3%	.	-2%	1.2	0%	-7%	i
O=C(C1Cc2ccccc2O1)N1CCCCC1 (stereo not drawn)	1%	7%	3%	.	6%	-2.4	-13%	-9%	i
O=C(NC1CC1)C1=NOC(CNc2ncc(C(F)(F)F)cc2Cl)C1 (stereo not drawn)	1%	?	2%	14	3%	-0.3	1%	-5%	-24%[57.5 µM]
COc1ccc(C)cc1C(=O)CCC(=O)NCCc1ccc(S(N)(=O)=O)cc1	2%	14%	10%	-7	-30%	2.0	5%	-15%	-21%
COC(=O)[C@H](CCSC)NC(=O)NC1CCN(Cc2ccccc2)CC1	-8%	3%	-5%	-7	7%	0.1	-9%	-3%	23%[57.5 µM]
COc1nc(N(C)S(=O)(=O)c2ccc(C)cc2)nc(C)c1Cl	7%	-3%	16%	.	-2%	0.4	-10%	-4%	i
COc1cccc(-c2cnc(C(O)c3ccc(C)cc3)[nH]2)c1 (stereo not drawn)	-12%	-6%	-10%	-1	-4%	0.3	0%	-7%	i
CC(=O)c1cn(-c2ccc(Cl)cc2)c(=O)n(Cc2ccc(Br)cc2)c1=O	0%	1%	7%	2	-9%	0.0	9%	-17%	i
The listing continues:
SMILES	GLP1R cytotox	GLP-1R inv ag	EPAC1 agonist	PI5P4K alpha inh	EPAC1 antagonist	IL-2 act	GLP1R ag	PLK1 PBD inh	PTHR1 ag
Cc1nnc(NC(=O)/C=C/c2ccco2)s1	-12%	18%	-8%	-17	-14%	-0.7	6%	-5%	-12%
CCOc1nc(C)cc(C)c1S(=O)(=O)c1cccc(Cl)c1	4%	?	-3%	11	1%	-1.9	15%	15%	-32%[inhibitor]
CCN(CC)c1ccc(NC(=O)COC(=O)CSc2ccc(Br)cc2C)cc1	2%	-11%	8%	3	-31%	0.3	-4%	-14%	i
CCOC(=O)c1cc2oc(C)cc2n1CC(=O)OC1CCCCC1	7%	0%	19%	.	-8%	-0.9	5%	-9%	-32%
COc1ccc(C(=O)NNC(=O)CSc2nnc(C(C)C)n2C)cc1	5%	8%	-3%	4	12%	1.2	5%	2%	i
COc1ccc(N(CC(=O)N2CCCCCC2)S(=O)(=O)c2ccc(OC)c(OC)c2)cc1	8%	7%	-3%	5	-22%	-0.2	8%	-4%	i
Cc1ccc2nc(Cl)c(C3CC(c4ccco4)=NN3S(C)(=O)=O)cc2c1 (stereo not drawn)	0%	10%	4%	-4	-21%	4.8	22%	-7%	-12%
Cc1cc(=O)n2nc(N3CCC(C(=O)N4CCN(Cc5ccccc5)CC4)CC3)sc2n1	14%	5%	-1%	-4	1%	-0.3	-19%	-1%	-20%[57.5 µM]
CC(C)(C)NC(=O)NC(=O)CSc1nnc(COc2ccccc2Cl)o1	-9%	?	12%	11	0%	0.0	-23%	-13%	-22%[57.5 µM]
COC1=C(Br)C(=O)c2nc(C)ccc2C1=O	-15%	-10%	5%	-68*	?	-1.3	-1%	?	-39%[inhibitor]
COc1ccc(Nc2nc(-c3sc(N)nc3C)cs2)cc1	-25%	101%[activator]	9%	-21	5%	-0.8	13%	?	-36%[inhibitor]
Cc1scc(C(=O)NNC(=S)NCC2CCCO2)c1-c1ccccc1 (stereo not drawn)	-4%	-1%	3%	-9	7%	-0.9	0%	-13%	i
COC(=O)c1sc2nc(C)nc(SCC(=O)N3CCC(C(=O)O)CC3)c2c1C	0%	7%	-9%	0	-3%	0.4	2%	-17%	-5%
COc1ccc(N2CCN(Cc3nc4c(c(=O)[nH]c(=O)n4C)n3Cc3cccc(Cl)c3)CC2)cc1	-5%	13%	0%	-2	5%	-3.0	4%	-6%	i
Cc1cc(C)n2nc(CC(=O)NC3CCCCCCC3)nc2n1	3%	-2%	7%	.	-1%	2.8	9%	-7%	i
Cn1c2ccccc2c(=O)c2c(=O)n(C3CCCCC3)c(-c3ccco3)nc21	-15%	-22%	-1%	-14	-3%	-3.5	1%	-16%	i
Cc1csc(NC(=O)c2ccc3c(=O)n4c(nc3c2)CCCCC4)n1	-2%	-1%	9%	-6	17%	-0.4	10%	-5%	-32%[inhibitor]
c1ccc2c3c(c(CN4CCCCC4)cc2c1)COC3	-2%	45%	-4%	1	11%	-3.4	-5%	0%	-21%
O=C(Cc1cccc(NC(=O)C2CCCN(C(=O)C3CC3)C2)c1)Nc1ccc(C(=O)N2CCCCC2)cc1 (stereo not drawn)	1%	14%	-6%	0	0%	1.3	4%	-9%	i
OC(CNCc1ccc(Cl)cc1)(c1ccccc1)c1ccc(F)cc1 (stereo not drawn)	-8%	?	9%	-1	-9%	-2.6	8%	3%	-6%
Cc1cc(C)n(CC(=O)c2cccc(N)c2)n1	5%	-27%	-2%	4	?	1.3	5%	3%	i
CCN(CC)S(=O)(=O)c1cccc(NC(=O)COC(=O)CCC(=O)c2ccc(F)cc2)c1	-1%	3%	-6%	-2	-8%	-1.6	-6%	-19%	i
O=C(Oc1ccc(Cl)c(Cl)c1)C1=CC=CN2CCS(=O)(=O)N=C12	-2%	-21%	4%	1	-3%	1.5	-1%	-20%	-25%
COc1cccc(C(=O)C(=O)N2CCN(C(=O)OCc3ccccc3)CC2)c1	-12%	9%	7%	3	26%	0.5	.	1%	-35%
Nc1nc2ccccc2cc1S(=O)(=O)c1ccccc1	12%	-5%	-4%	6	-10%	0.3	7%	0%	i

Complete entries as entered above. Order of values: GLP1R cytotox, GLP-1R inv ag, EPAC1 agonist, PI5P4K alpha inh, EPAC1 antagonist, IL-2 act, GLP1R ag, PLK1 PBD inh, PTHR1 ag
Entry for c1ccc2c3c(c(CN4CCCCC4)cc2c1)COC3 : -2%, 45%, -4%, 1, 11%, -3.4, -5%, 0%, -21%
Entry for Cc1csc(NC(=O)c2ccc3c(=O)n4c(nc3c2)CCCCC4)n1 : -2%, -1%, 9%, -6, 17%, -0.4, 10%, -5%, -32%[inhibitor]

The list continues.
SMILES	GLP1R cytotox	GLP-1R inv ag	EPAC1 agonist	PI5P4K alpha inh	EPAC1 antagonist	IL-2 act	GLP1R ag	PLK1 PBD inh	PTHR1 ag
COc1cccc(NC(=O)C(=S)NC2CCCCC2)c1	-1%[0.307 µM]	-6%[0.307 µM]	6%	15	-1%	0.3	3%	-2%	-42%[inhibitor]
CC1CCCC(NC(=O)COC(=O)CSc2ccc3ccccc3c2)C1C (stereo not drawn)	9%	12%	11%	21	-6%	0.4	13%	-17%	-9%
Cc1ccc(-c2csc3nc(-c4ccncc4)[nH]c(=O)c23)cc1	-3%	4%	2%	-4	?	4.1	7%	17µM*	i
Cc1cc(Oc2ccc(C)c(Cl)c2)nc(SCC(=O)c2ccccc2)n1	5%	?	-5%	-3	-10%	-4.0	13%	1%	-5%
Cc1ccc(S(=O)(=O)Cn2nnnc2CN2CCN(Cc3ccc4c(c3)OCO4)CC2)cc1	-16%	-16%	-1%	-3	-6%	-0.7	-2%	-1%	-15%
COc1ccc(CC(=O)Nc2sc3c(c2C#N)CC(C)(C)NC3(C)C)cc1OC	2%	0%	9%	0	6%	0.3	9%	-6%	?

High-throughput results from PubChem.

A portion of the library; rates above refer to the full screens.
